Screening results as filed in PubChem.
p53ts 32C tox – p53ts cell cytotoxicity, permissive temperature. H1299-p53A138V at 32C, ATP luminescence viability, 24 h. Potency, µM (top dose mostly 46.1 µM), for inactives: top-dose activity change, negative = cytotoxicity, hits mostly cytotoxic. hit rate 0.93% among 130,000;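 also: 0% = DMSO and -100% = full killing by reference compound; nearly all actives have a fitted effect of over 55% in size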
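ATP-content luminescence (ATPlite) read-out after 24 h compound exposure at 32C in H1299-p53A138V cells (600/well). Tested up to 46 uM. Normalized to DMSO (0%) and 100 uM tamoxifen (100% killing); Hill-fit AC50.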
Imprint erasure – genomic imprint erasure induction; mouse ES Peg3-LacZ reporter, beta-gal luminescence, 40 h; Potency, µM (titrated, usually from 60.7 µM), without a hit: at the highest dose activity change, positive = activation, actives largely listed as activators; hit rate 0.02% among 110,000;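 also: 0% = negative control wells on the plate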
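Each well holds 300 Peg3LacZ-Neo (maternal) female ES cells incubated 40 h at 37C, 5% CO2. LacZ is measured by BetaGlo luminescence, with AC50 and maximum efficacy derived from dose-response curves.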
IkB signaling – inhibitors of IkB signaling in ABC-DLBCL cells | ABC-DLBCL IkBa-CBG/CBR dual luciferase ratio, 4 h; response scale: scaled: untreated 0%, proteasome inhibitor 100% | Potency, µM (series often up to 57.1 µM), for inactives: at the top dose IkBa stabilization activation | hit rate 0.04% among 110,000; active = well fitted curve in the direction sought with a large enough effect in the signal ratio, not every such curve was filed as active; inconclusive = small, poorly fitted or top-dose-only effect, or a change in a side signal; the % refers to the signal ratio;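 also: the direction sought is a rising ratio; 0% = basal untreated cells and 100% = reference inhibitor full response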
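In this assay, an IκBα–CBG68 fusion accumulates when IKK-driven degradation is blocked; native CBR normalizes for cell number. OCI-Ly3 cells were treated 4 h with compound and doxycycline, then green and red light read after Chroma-Glo addition.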
p53ts 39C tox – p53ts cell cytotoxicity, nonpermissive temperature | H1299-p53A138V viability at 39C, ATP luminescence, 24 h | Potency, µM (highest dose often 46.1 µM), for the others: top-dose activity change, negative = cell killing, usual class: cytotoxic | hit rate 1.5% among 130,000; also: nearly all actives have a fitted effect of over 55% in size
* marks the source's active call; other numbers are inactive results; ? = inconclusive; nt = not tested or not shown; & = joins results of further samples; [ ] = dose if it differs, or a comment. Unless noted, calls follow the shape of the dose curve; as a rule, active = well fitted curve in the direction sought with a large enough effect; inconclusive = small, poorly fitted or top-dose-only effect, or another doubt; inactive = no such curve, though single readings can be large; an effect the other way counts as inactive or inconclusive. Unless noted, % is scaled to controls: 0 for no effect and ±100 for the full control effect; potency is read from the fitted curve at half-maximal effect.

SMILES	p53ts 32C tox	Imprint erasure	IkB signaling	p53ts 39C tox
O=C(NCc1ccco1)c1cc2n(n1)C(C(F)(F)F)CC(c1ccc(Cl)c(Cl)c1)N2 (configuration not stated)	-1%	-13%	4.1%	-20%
CCN(CC)C(=O)CSc1nc2ccccc2c(=O)n1-c1cccc(OC)c1	11%	-12%	1.2%	-3%
Cc1[nH]c(C)c2c(=O)n(-c3ccccc3)ncc12	-2%	-24%	-7.9%	-9%
O=C1CS/C(=C/C(=O)c2ccccc2)N1	-16%	-38%[inhibitor]	5.3%	-8%
Cc1cc(NC(=O)CSc2nc(-c3ccccc3)c(C#N)c(=O)[nH]2)no1	17%	-6%	1.4%	4%
Cc1nccn1CCC(=O)O	4%	-3%	0.9%	-3%
CCOC(=O)C(C)(C)Sc1nc2c(cnn2-c2ccc(C)cc2)c(=O)[nH]1	15%	-11%	1.9%	8%
CC(=O)N1c2ccc(S(=O)(=O)NCc3ccccc3Cl)cc2CC1C (configuration not stated)	1%	-7%[10.9 µM]	0.1%	11%
CC1(C)CC(=O)C=C(NCc2cccs2)C1	14%	-8%	-1.8%	7%
CCCOC(=O)c1ccc(-n2nnnc2SCC(=O)N2CCCCC2)cc1	-18%	-28%	6.1%	-7%
CCCN(C(=O)c1cc2c(=O)oc3ccccc3c2s1)c1ccc(CC)cc1	1%	-8%[10.9 µM]	?	-16%
COc1ccc(OCC(=O)Nc2ccccc2OC(F)F)cc1	3%	-11%	7.9%	0%
Cc1cc(C)nc(N2CCCC(C(=O)Nc3ccc4c(c3)OCO4)C2)n1 (configuration not stated)	11%	-1%	-1.2%	1%
O=C(Cn1nc(-c2ccccc2)c2ccccc2c1=O)Nc1ccccn1	77%[activator]	-12%	-6.6%	0%
Cc1cc(C(=O)OCC(=O)N2CCN(C(=O)c3ccco3)CC2)c(C)n1-c1ccc(F)cc1	5%	-10%	0.1%	-4%
CC(C)CCn1c(N2CCC(C(N)=O)CC2)nc2c1c(=O)[nH]c(=O)n2C	1%	2%	0.0%	5%
CCNCCNC(=O)c1c(O)c2cccc3c2n(c1=O)CCC3	-10%	nt	0.2%	0%
CC1CCc2c(sc(NC(=O)CCCOc3ccc(C(C)(C)C)cc3)c2C(N)=O)C1 (configuration not stated)	-5%	-6%[10.9 µM]	?	-2%
COCCn1c(SCC(=O)c2[nH]c(C)c(C(C)=O)c2C)nc2ccccc21	3%	-27%	2.0%	0%
Cc1cc(C)n(-c2nc(C)c(C)c(=O)n2CC(=O)Nc2cccc([N+](=O)[O-])c2)n1	-5%	-6%[10.9 µM]	?	5%

Only IkB signaling and p53ts 32C tox, for some of the entries so far:
Molecule | IkB signaling | p53ts 32C tox
Cc1cc(NC(=O)CSc2nc(-c3ccccc3)c(C#N)c(=O)[nH]2)no1 | 1.4% | 17%
Cc1nccn1CCC(=O)O | 0.9% | 4%
CCOC(=O)C(C)(C)Sc1nc2c(cnn2-c2ccc(C)cc2)c(=O)[nH]1 | 1.9% | 15%
CC(=O)N1c2ccc(S(=O)(=O)NCc3ccccc3Cl)cc2CC1C (configuration not stated) | 0.1% | 1%

The list continues.
SMILES	p53ts 32C tox	Imprint erasure	IkB signaling	p53ts 39C tox
CCn1c(C(=O)NCc2ccccc2)cc2sc(Cl)cc21	-8%	-7%[10.9 µM]	?	?
O=C(O)CCc1ccc(-c2ccc(F)cc2)n1Cc1ccco1	-8%	-11%	?	-3%
CCOC(=O)N1CCC(NC(=O)C2CCN(c3ccc(N4CCOCC4)nn3)CC2)CC1	1%	-4%	1.7%	14%
c1ccc2c(c1)Cn1c-2nc2ccccc21	13µM*	-89%[inhibitor]	?	7.9µM*
COc1ccccc1CNC(=O)c1ccc2[nH]c(C)c(C)c2c1	0%	-5%[10.9 µM]	5.9%	-4%
Cc1ccccc1CSCCNC(=O)C1CCN(S(=O)(=O)Cc2ccccc2)CC1	1%	-9%[10.9 µM]	?	-6%
Cc1cc2n(n1)SC(Nc1ccccc1)N2 (configuration not stated)	-9%	0%	5.6%	-4%
N#CC1=C(N)SC(N)=C(C#N)C1CCc1ccccc1	-11%	nt	?	-13%
C=C(C)Cn1c(SCC(=O)O)nc2c1c(=O)[nH]c(=O)n2C	2%	-7%	-1.2%	-4%
CCOc1ccc(C(=O)Nc2nnc(S(=O)(=O)N(CC)c3ccccc3C)s2)cc1	-3%	16%[10.9 µM]	-3.2%	-12%

Two of the compounds above, with bars between the fields:
Molecule | p53ts 32C tox | Imprint erasure | IkB signaling | p53ts 39C tox
C=C(C)Cn1c(SCC(=O)O)nc2c1c(=O)[nH]c(=O)n2C | 2% | -7% | -1.2% | -4%
CCOc1ccc(C(=O)Nc2nnc(S(=O)(=O)N(CC)c3ccccc3C)s2)cc1 | -3% | 16%[10.9 µM] | -3.2% | -12%

Further structures
SMILES	p53ts 32C tox	Imprint erasure	IkB signaling	p53ts 39C tox
C=CCNC(=O)C1CC(=O)N(c2ccc(Br)cc2)C1 (configuration not stated)	3%	-9%	1.7%	4%
CC(C)n1nnnc1SCC(=O)Nc1ccc2c(c1)OCO2	0%	nt	nt	5%
CCCCCOC(=O)C1=C(C)Nc2nnnn2C1c1ccc(OC)c(OC)c1OC (configuration not stated)	13%	-13%	0.2%	-8%
Cc1cccc(NC(=O)CN2C(=O)N/C(=C/c3ccc(C)s3)C2=O)c1	10%	nt	nt	-2%
O=C(O)c1ccccc1Nc1ccccc1	-27%&-17%	-14%&-23%	1.4%	-8%&15%
COc1ccc(/C(CC2(O)C(=O)Nc3ccccc32)=N\O)cc1 (configuration not stated)	-11%	-7%	-1.2%	-8%
CCN(CC)C(=O)Cn1c(=O)n(CCCCCC(=O)Nc2ccccc2)c(=O)c2sccc21	2%	-6%[10.9 µM]	0.1%	9%
Cc1ccnc(NC(=O)CCC2COc3ccccc3O2)c1 (configuration not stated)	-10%	-6%	?	-5%
CCC(C)NC(=O)Cn1cccc1C(=O)c1ccccc1 (configuration not stated)	25%	2%	-0.8%	-12%
CN(C)S(=O)(=O)c1ccc(C(=O)Nc2ccccc2OC(F)(F)C(F)F)cc1	6%	-9%	0.6%	10%
CCOC(=O)N1CCN(c2nc(-c3ccco3)cc(C(F)(F)F)n2)CC1	0%	5%	-0.1%	-14%
CCCn1c(SCC(=O)c2ccc3c(c2)OCCO3)nc2c1c(=O)n(C)c(=O)n2C	-16%	3%	0.5%	-1%
O=C(NC1CCCCC1)c1ccc(Br)o1	-14%	-9%	0.3%	-19%
Cc1cccc(-n2c(CNC(=O)c3cccc(F)c3)nnc2SCC(=O)Nc2ccccc2F)c1	0%	?	?	-15%
CCc1nc2ccccc2c(C(=O)OCC(=O)NCCCN2CCCC2=O)c1C	-3%	-11%	?	12%
CN(C)Cc1ccccc1-c1nccc(N(C)Cc2ccco2)n1	3%	-20%	-0.6%[11.4 µM]	-15%
CCOc1ccc(CCNC(=O)CCn2c(=O)c3cccn3c3ccc(F)cc32)cc1OCC	-1%	-2%[10.9 µM]	3.6%	?
CCNc1nc(N)nc(Oc2ccc(OCCOc3ccc(Cl)cc3Cl)nn2)n1	3%	-19%	-0.4%	-1%
CC(C)N(C(=O)CSc1cn(CC(=O)N2CCCCCC2)c2ccccc12)C(C)C	6%	-21%[10.9 µM]	?	-6%
CC(C)(C)OC(=O)N1CCC(c2c(C(=O)N3CCN(Cc4ccccc4)CC3)cnn2-c2cccc(Cl)c2)CC1	10%	-4%[10.9 µM]	?	1%
COc1cc(OC)c(Nc2nc3ccccc3c3nncn23)cc1Cl	-4%	-9%[10.9 µM]	-1.0%	-1%
CCN(CCCc1ccccc1)CCCc1ccccc1	-24%	-27%	0.0%[25.6 µM]	-6%
CN1C(=O)Cc2cc(S(=O)(=O)CCC(=O)Nc3ccc(F)c(Cl)c3)ccc21	9%	11%[10.9 µM]	?	-13%
CCCC(=O)Nc1ccc(-c2nc3cc(C)c(C)cc3o2)cc1	-6%	-18%	-0.2%	6%
CC(=O)Nc1ccccc1NC(=O)CN(C)S(=O)(=O)c1ccc(C)cc1	5%	0%	-1.2%	8%
CCCN(CCC)CCCNC(=O)c1cc2c(=O)oc3ccc(C)cc3c2s1	4%	-11%[10.9 µM]	-1.3%	-1%
O=C(Nc1cccc(C(F)(F)F)c1)C1CCCN1S(=O)(=O)c1cccc2cccnc12 (configuration not stated)	0%	-27%	?	-2%
CCc1ccc(N2C(=O)CS(=O)(=O)C23C(=O)N(Cc2ccccc2)c2ccccc23)cc1 (configuration not stated)	9%	-8%[10.9 µM]	?	6%
CCOC(=O)c1c(-c2ccc(C)cc2)csc1NC(=O)c1nc(SC(C)C)ncc1Cl	-1%	-7%[10.9 µM]	-1.2%	-29%
COc1ccc(Cl)cc1NC(=O)CCN1CCN(c2ccccc2C)CC1	10%	-8%	-0.6%	-1%
Cc1cccc(NC(=O)CCS(=O)(=O)c2cccc3nsnc23)c1C	-3%	-16%[10.9 µM]	?	2%
COc1ccc(C2N(C(=O)c3ccccc3)CCN2C(=O)c2ccccc2)cc1	0%	-8%	-1.0%	2%
COC(=O)c1ccc2c(=O)n(CCCCCC(=O)N3CCN(c4ccc(F)cc4)CC3)c(=O)[nH]c2c1	2%	-6%	0.4%	-6%
O=C(c1csnn1)N1CCC2(CCCN(c3ccccn3)C2)CC1	4%	nt	1.7%[11.4 µM]	6%
Cc1ccccc1NC(=O)c1sc2nc(-c3cc4ccccc4oc3=O)[nH]c(=O)c2c1C	9%	-6%[10.9 µM]	1.9%	1%
COC(=O)C1C2C=CC3(CN(c4cccc(C)c4)C(=O)C13)O2 (configuration not stated)	-3%	-17%	-0.9%	-5%
CCOC(=O)c1cccc(NC(=O)C2(S(=O)(=O)c3ccc(C)cc3)CC2)c1	6%	-5%[10.9 µM]	?	4%
Cc1ccc(CNC(=O)C(=O)Nc2c3c(nn2-c2ccccc2)CSC3)cc1	-1%	-6%[10.9 µM]	1.3%	-29%
CCCNC(=O)C(NS(=O)(=O)c1cccc2nsnc12)c1ccccc1 (configuration not stated)	-3%	1%	-1.5%	-3%
Oc1c(C(c2ccccc2Cl)N2CCN(Cc3ccccc3)CC2)sc2nc(-c3ccco3)nn12 (configuration not stated)	3%	20%[10.9 µM]	3.6%	-3%
CCOC(=O)c1c(C)n(C)c2ccc(OCC(N)=O)cc12	5%	5%	-6.9%	-5%
CC(C)=CC(=O)Nc1ccccc1C(N)=O	5%	-8%	-0.2%	16%
COc1ccc(CCNC(=O)c2nc(SCc3ccccc3F)ncc2Cl)cc1OC	-10%	-24%[10.9 µM]	2.1%	-9%
CCOc1cc(N2CCOCC2)c(OCC)cc1NS(=O)(=O)c1ccc(Cl)s1	1%	-23%	10%	-3%
Fc1ccc(-n2ncc3c(N4CCN(Cc5ccccc5)CC4)ncnc32)cc1	4%	-16%[10.9 µM]	?	-30%
CCOc1cc(C2C(C#N)=C(N)Oc3n[nH]c(CC)c32)ccc1OCCN1CCOCC1 (configuration not stated)	-5%	-3%	0.6%	-2%
O=C1Nc2c(c(=O)[nH]c(=O)n2-c2ccc(F)cc2)C1(NS(=O)(=O)c1ccc(Cl)cc1)C(F)(F)F (configuration not stated)	-2%	-6%[10.9 µM]	0.9%	4%
CCOC(=O)C1CCCN(c2c(N3CCN(c4cccc(Cl)c4)CC3)c(=O)c2=O)C1 (configuration not stated)	-1%	0%	-0.2%	-4%
Cc1ccc2nc(NS(=O)(=O)c3ccc(Cl)cc3)c(Nc3ccc(C(=O)O)cc3)nc2c1	-11%	7%[10.9 µM]	?	-15%
CCc1ccc(CNc2ccc3c(c2)ncn3C)cc1	-16%	-30%	-0.9%	-29%
CCn1c(SCC(=O)Nc2nccs2)nnc1-c1ccccc1	-5%	5%	2.7%	8%

Whole records, quoted from the list. Screens in order: p53ts 32C tox, Imprint erasure, IkB signaling, p53ts 39C tox
Record of CCn1c(SCC(=O)Nc2nccs2)nnc1-c1ccccc1 : -5%, 5%, 2.7%, 8%
Record of O=C1Nc2c(c(=O)[nH]c(=O)n2-c2ccc(F)cc2)C1(NS(=O)(=O)c1ccc(Cl)cc1)C(F)(F)F (configuration not stated) : -2%, -6%[10.9 µM], 0.9%, 4%

Single values from the results shown.
Entry for CC(C)=CC(=O)Nc1ccccc1C(N)=O in IkB signaling: -0.2%
Entry for O=C1Nc2c(c(=O)[nH]c(=O)n2-c2ccc(F)cc2)C1(NS(=O)(=O)c1ccc(Cl)cc1)C(F)(F)F (configuration not stated) in p53ts 32C tox: -2%
Entry for Cc1ccc2nc(NS(=O)(=O)c3ccc(Cl)cc3)c(Nc3ccc(C(=O)O)cc3)nc2c1 in Imprint erasure: 7%[10.9 µM]

No enrichment for hits. Share with any hit: about 1.8%.
